PAX8 reporter – inhibitors of PAX8 transcriptional activity in RMG-I cells. RMG-I TPO-luciferase reporter, SteadyGlo, 24 h. inhibition, % at 12.6 µM. actives 1.2% (n = 360,000). AID 652154;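 active = mean replicate inhibition at least 60% with every replicate also reaching 60%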;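 also: luciferase light reporting Pax8 driven TPO promoter activity; plate controls were median of neutral control wells for no effect and mitoxantrone controls for full effect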
LGR2 inh – inhibitors of bursicon-induced Drosophila LGR2 receptor cAMP signaling. HEK293 LGR2, CRE-luciferase, bursicon-stimulated, 4 h. actives 0.35% (n = 380,000). AID 720647. inhibition, % at 9.99 µM;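 active = drop in luminescence signal, shown as inhibition above about 50% in the replicate tests, limit read from the data, passing the limit was not always enough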;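 also: agonist challenge used bursicon conditioned medium at about half maximal strength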
EWS-Fli block – inhibitors of EWS/Fli oncoprotein transcriptional activity | actives 0.67% (n = 350,000) | inhibition, % at 12.6 µM | A673 NR0B1-luciferase reporter, viability-normalised;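 active = mean inhibition of at least 50% after viability correction, with every replicate also passing that limit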;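 also: firefly luciferase signal divided by Alamar Blue viability fluorescence both relative to DMSO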
ERAP1 inh – inhibitors of human ERAP1 aminopeptidase | Q9NZ08 | recombinant ERAP1, Leu-AMC fluorescence, 60 min | inhibition, % at 10.7 µM | actives 0.15% (n = 340,000);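 active = mean replicate inhibition of at least 30%, or all replicates individually reaching that 30% level; inactive = mean below 30% and not every replicate reaching it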;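 also: 0% = neutral control wells and 100% = L-leucinethiol positive control wells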
Target sequence (Q9NZ08 whole entry, looked up): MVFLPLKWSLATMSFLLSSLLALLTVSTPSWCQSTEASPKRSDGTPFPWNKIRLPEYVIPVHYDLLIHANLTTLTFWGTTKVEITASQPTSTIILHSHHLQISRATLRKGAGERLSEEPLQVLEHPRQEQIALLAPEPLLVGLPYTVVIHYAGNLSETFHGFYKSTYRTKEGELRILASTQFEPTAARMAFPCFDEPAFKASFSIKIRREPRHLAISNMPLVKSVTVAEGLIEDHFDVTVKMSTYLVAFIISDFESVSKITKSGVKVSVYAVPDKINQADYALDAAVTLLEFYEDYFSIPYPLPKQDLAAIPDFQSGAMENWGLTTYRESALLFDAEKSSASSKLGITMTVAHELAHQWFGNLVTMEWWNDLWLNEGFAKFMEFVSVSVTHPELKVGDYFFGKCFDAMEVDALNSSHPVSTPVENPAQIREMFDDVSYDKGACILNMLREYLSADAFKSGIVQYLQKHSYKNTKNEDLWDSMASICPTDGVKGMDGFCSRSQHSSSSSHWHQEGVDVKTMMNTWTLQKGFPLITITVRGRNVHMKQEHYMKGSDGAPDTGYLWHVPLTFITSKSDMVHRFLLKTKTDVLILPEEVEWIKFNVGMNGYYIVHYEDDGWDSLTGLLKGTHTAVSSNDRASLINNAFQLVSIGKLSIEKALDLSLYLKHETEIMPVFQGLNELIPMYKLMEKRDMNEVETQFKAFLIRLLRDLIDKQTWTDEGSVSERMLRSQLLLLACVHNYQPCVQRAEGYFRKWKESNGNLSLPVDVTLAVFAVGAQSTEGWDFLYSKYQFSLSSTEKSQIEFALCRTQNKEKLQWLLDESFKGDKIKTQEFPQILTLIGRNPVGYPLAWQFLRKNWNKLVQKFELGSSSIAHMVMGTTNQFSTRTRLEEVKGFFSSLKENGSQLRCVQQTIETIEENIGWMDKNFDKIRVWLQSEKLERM
FN deposition inh – fibronectin deposition inhibition. inhibition, % at 12.6 µM. AID 743247. actives 0.086% (n = 350,000). AH1F fibroblasts, Alexa488-fibronectin deposition fluorescence, overnight;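 active = mean inhibition across replicates of 30% or more, regardless of how many single replicates reach that level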;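 also: positive control wells lacked labelled fibronectin entirely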
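Material: AH1F fibroblast monolayer depositing Alexa488-labelled fibronectin into matrix / Amount: 10000 AH1F cells per well / Signal: fluorescence 485/525 nm / Medium: DMEM, 2% serum / Compound: single dose, pinned / Incubation: 1 h cell adhesion before compound, then overnight fibronectin incubation / Reagent: Alexa488-FN, 24 nM final / Read-out: inhibition of fibronectin deposition signal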
PGC1a acetyl inh – PGC1a acetylation modulation, inhibitor mode | U2OS PGC1a acetylation, AlphaScreen anti-acetyl-lysine; with virally co-expressed GCN5 acetyltransferase | inhibition, % at 15.6 µM | actives 0.17% (n = 350,000);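 active = every replicate shows inhibition of at least 40%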;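 also: 0% = neutral control wells and 100% = positive control wells; some results beyond the cut were filed as inactive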
PglD DTNB – inhibitors of Campylobacter jejuni PglD acetyltransferase; inhibition, % at 12.5 µM; actives 0.098% (n = 360,000); purified PglD enzyme, DTNB colorimetric CoA detection; in the data active = inhibition above about 16%, passing the limit was not always enough; also: strong numbers were not always called active
S100A4 inh HTS – S100A4-myosin IIA interaction inhibition; actives 0.14% (n = 360,000); S100A4/TAMRA-MyoIIA peptide fluorescence polarization; AID 652163; inhibition, % at 10.7 µM;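 active = mean inhibition of at least 70% across replicates, with every replicate also reaching that level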
Target sequence (P26447 whole entry, looked up): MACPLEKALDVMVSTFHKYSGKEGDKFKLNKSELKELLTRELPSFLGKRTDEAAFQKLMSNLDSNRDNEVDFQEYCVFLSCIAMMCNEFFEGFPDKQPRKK
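Test system: S100A4 monomer protein; Medium: HEPES pH 7.2 with CaCl2, KCl, NaCl, DTT, Triton; Probe or stimulus: TAMRA-labelled myosin IIA heavy-chain peptide probe, 5 nM; Doses: one dose per compound; Times: polarization read 5 min after assay mix addition, stable 5–60 min; Benchmarks: neutral control DMSO, positive control TFP.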
* = called active by the depositor; · = not tested or not shown.

Structure	PAX8 reporter	LGR2 inh	EWS-Fli block	ERAP1 inh	FN deposition inh	PGC1a acetyl inh	PglD DTNB	S100A4 inh HTS
CC1=Nc2cc(C(=O)NCC3CCCO3)ccc2Sc2ccc(Br)cc21 (stereo not given)	24.4	-11.0	54.9*	1.3	4.8	-1.7	-6.0	9.6
CCn1cc([N+](=O)[O-])c(C(=O)NCc2ccc(Cl)cc2)n1	-8.6	7.3	-3.8	-1.9	-8.1	·	·	8.5
COc1cccc(CN2CCN(Cc3ccc4cccc(F)c4n3)CC2CCO)c1 (stereo not given)	9.2	9.2	10.9	-1.7	-7.3	-5.8	2.3	-6.0
Cc1ccc(S(=O)(=O)N[C@@H]2CC[C@@H](CCNC(=O)C3CC3)O[C@@H]2CO)cc1	·	3.1	8.8	-2.4	22.8	16.8	1.7	8.4
Cc1ccc(S(=O)(=O)N(C)CC(=O)N2CCC(C(N)=O)CC2)cc1	-7.1	10.9	4.3	0.9	0.1	·	0.9	-0.8
C[C@H](CO)N1C[C@H](C)[C@H](CN(C)S(=O)(=O)c2cccs2)OCc2cn(nn2)CCCC1=O	-5.7	-6.0	5.2	-3.4	3.0	-8.8	2.0	6.3
Cc1cc(C)n2nc(SCc3c(F)cccc3Cl)nc2n1	-21.2	-7.4	-29.9	1.0	-4.6	-1.9	2.7	-1.4
c1ccc2c(Cn3ccnc3)cccc2c1	-13.9	-1.7	4.6	-0.1	5.4	14.7	0.5	19.2
CC(=O)c1c(C)[nH]c(C(=O)N2CCN(c3ccc(F)cc3)CC2)c1C	·	-12.8	3.6	-2.1	·	4.7	8.0	2.4
Cc1cccc(C)c1NC(=O)C(=O)NCC1CCCN1S(=O)(=O)c1ccccc1 (stereo not given)	3.4	-17.8	7.6	-1.3	-4.9	·	-3.2	-9.6
Cc1ccc(/C=C2/SC(=S)N(CCC(=O)N3CCN(C)CC3)C2=O)cc1	32.3	23.0	-2.5	3.9	-20.2	1.3	·	-3.1
O=C(Nc1cccnc1)NC1CCCCC1	-3.8	-42.6	-5.9	-2.5	-8.7	2.5	0.1	-2.5
O=[N+]([O-])c1cccc2nc3ccccc3c(NCCCn3ccnc3[N+](=O)[O-])c12	-6.5	·	-10.4	-0.2	-1.3	-1.3	·	2.0
O=C(C1CC(=O)N(c2ccc3c(c2)OCCO3)C1)N1CCN(c2cccc(C(F)(F)F)c2)CC1 (stereo not given)	-8.0	-16.2	7.3	-3.9	3.0	-5.0	-6.6	-0.6
COc1ccc(CN(C)C[C@H]2OCCCC[C@H](C)Oc3ccc(NC(=O)Cc4ccccc4)cc3C(=O)N([C@@H](C)CO)C[C@@H]2C)cc1	-23.6	-3.6	-6.6	·	·	-6.7	1.1	·
Cn1nnnc1SCC(=O)Nc1nc2ccccc2s1	-35.9	-51.9	-29.3	0.2	-1.3	-0.8	·	1.0
CCOc1ccccc1NC(=O)c1ccc(OCC)c([N+](=O)[O-])c1	-6.6	5.3	0.4	0.9	-1.9	·	·	-0.3
COc1ccc(N(CC(=O)N2CCc3ccccc3C2)S(=O)(=O)c2c(C)nn(C)c2C)cc1	26.6	27.2	-3.8	·	-6.2	·	1.3	-4.5
O=S(=O)(c1ccc(N2CCOCC2)c(Cl)c1)N1CCOCC1	4.9	1.0	6.6	4.6	-0.2	-2.6	3.0	-2.1
C[C@@H]1CN([C@@H](C)CO)S(=O)(=O)c2ccc(C#Cc3ccncc3)cc2O[C@H]1CN(C)S(=O)(=O)c1ccc(F)cc1	·	12.6	21.6	-6.0	·	18.3	-2.8	-0.7

Structure	PAX8 reporter	LGR2 inh	EWS-Fli block	ERAP1 inh	FN deposition inh	PGC1a acetyl inh	PglD DTNB	S100A4 inh HTS
O=C(CCNC(=O)c1ccc(Cl)cc1)Nc1ncccc1O	1.2	10.4	-2.9	-0.3	·	9.8	-1.0	5.3
COC(=O)C1=C(C)N(CC(C)C)C(=O)C1	·	1.8	·	·	-1.2	-8.4	2.3	·
FC(F)(F)c1cccc(Cn2cnc(NC(=S)NCCc3ccccc3)n2)c1	9.8	16.3	-1.7	-4.6	·	·	·	-3.3
O=C(O)c1ccc(NC(=O)c2ccccc2NC(=O)c2ccccc2Br)cc1	-3.0	9.4	-2.3	-2.1	-0.1	-6.9	1.0	-1.6
O=C(C[C@H]1CC[C@@H](NS(=O)(=O)c2ccc(F)cc2)[C@@H](CO)O1)NCCN1CCCCC1	1.6	6.8	4.8	-1.9	·	-2.8	-2.2	-2.3
CCCn1c(CCNC(=O)c2ccco2)nc2ccccc21	8.4	-3.5	-3.4	1.1	-15.1	·	-10.4	-0.6
Cc1ccc(NC(=O)CNC(=O)c2ccc(OC(F)F)cc2)cc1S(=O)(=O)N1CCCCCC1	5.6	5.1	10.8	-5.7	3.3	·	5.6	-6.2
CCC(C)[C@H](NC(=O)NC1CC1)C(=O)O (stereo not given in full)	·	-0.3	·	0.1	·	-6.5	27.1*	-2.5
O=C1NC(=O)c2cc(NC(=O)C3CCCCC3)ccc21	·	-9.1	2.5	6.5	·	·	-5.4	-2.9
O=C(CC(c1ccccc1)c1ccccc1)Nc1ccncc1	9.3	-7.0	3.0	0.7	14.2	1.5	-5.8	-1.1
COc1ccc(/C=N/NC(=O)COc2ccc(Cl)cc2Cl)cc1Cn1nc(C)cc1C	-13.4	1.2	23.5	0.6	-9.8	·	·	0.6
CCN(CC)C(=O)CSc1nc(N)c(C(=O)Nc2ccc(OC)cc2)s1	-0.5	-12.6	-15.7	0.6	0.8	5.8	-2.5	-1.2
COc1ccc(-c2ccc3c(c2)O[C@H](CN(C)CC2CCOCC2)[C@H](C)CN([C@H](C)CO)S3(=O)=O)cc1	·	-23.4	14.3	0.1	7.8	-5.9	3.4	-3.1
COc1ccc(S(=O)(=O)N(C)C[C@@H]2OCCCC[C@@H](C)Oc3ccc(NS(=O)(=O)c4ccccc4)cc3C(=O)N([C@@H](C)CO)C[C@@H]2C)cc1	-1.7	0.6	-1.6	1.9	0.9	2.3	1.3	22.4
CCN1C(=O)C(=O)N(CC(=O)N(C)CC(=O)Nc2ccccc2Cl)C1=O	-6.8	4.4	-9.7	-0.4	·	9.6	·	-3.2
CN(C)C(=O)c1ccc(N/C=C(\C=O)c2nc3ccccc3o2)cc1	19.8	-3.7	9.2	-0.9	-10.9	5.1	·	-4.7
COc1ccc(C(=O)OCC(=O)NC2CC2)cc1S(=O)(=O)N1CCOCC1	7.9	5.1	-0.6	2.7	-1.1	·	·	-15.1
Nc1nnc(CC(=O)N2CCCCC2)s1	-3.7	·	·	·	0.9	12.2	16.5	·
CC(NC(=O)[C@@H](C)NC(=O)[C@@H]1Cc2ccccc2CN1C(=O)OC(C)(C)C)c1ccccc1 (stereo not given in full)	4.0	9.9	-1.5	1.7	1.2	-9.7	0.4	2.6
CC(NC(=O)[C@H](Cc1c[nH]c2ccccc12)NC(=O)[C@@H]1Cc2ccccc2CN1)c1ccccc1 (stereo not given in full)	·	-9.2	1.1	4.6	·	-1.6	-3.7	-2.6

Structure	PAX8 reporter	LGR2 inh	EWS-Fli block	ERAP1 inh	FN deposition inh	PGC1a acetyl inh	PglD DTNB	S100A4 inh HTS
O=[N+]([O-])c1ccc(Sc2cccc3cccnc23)cc1	·	-26.3	-115.4	10.8	·	14.1	-4.0	4.0
CC(Sc1nc(C(F)(F)F)nc2ccccc12)C(=O)NC1CCCC1 (stereo not given)	-7.1	0.5	-14.0	1.4	0.7	-17.2	4.3	-0.7
Cn1cnc(S(=O)(=O)N2CCCCN3[C@H](CO)[C@@H](c4ccc(-c5ccccc5)cc4)[C@@H]3C2)c1	-7.1	-11.1	-3.8	-1.7	·	-5.0	-1.6	-2.7
CN(C)c1ccc(NC(=O)COC(=O)c2cc(=O)c3ccccc3o2)cc1	-3.7	-0.5	6.6	1.3	-1.2	·	·	-3.3
COc1ccc(OC)c(CCNC(=O)CSc2ccsc2[N+](=O)[O-])c1	16.1	-9.3	·	·	-6.0	-9.3	-0.2	·
CN(C)C(=O)c1cccc(-c2ccc([C@@H]3[C@H](CO)N4C(=O)CN(C(=O)C5CC5)C[C@@H]34)cc2)c1	-28.2	-10.0	-3.4	2.2	3.0	5.8	·	-7.3
Cc1cc(C)n(-c2ccc(C(=O)OCC(=O)Nc3ccc(Cl)cc3[N+](=O)[O-])cc2)n1	6.3	16.9	5.1	5.5	-3.8	·	·	-2.8
CCc1cccc(OCC(=O)Nc2ccccc2N2CCCC2)c1	6.2	5.3	5.9	2.4	-5.5	·	·	-3.4
CCOc1ccc(CN2CCN(Cc3cc4ccccc4o3)CC2CCO)cc1 (stereo not given)	3.4	0.3	-4.8	1.4	-2.1	4.2	4.3	2.7
CO[C@H]1CN(C)C(=O)c2cc(NS(=O)(=O)c3ccccc3F)ccc2OC[C@H](C)NC[C@H]1C	·	1.4	-0.1	-4.7	-9.1	-8.8	0.0	-15.2
C[C@@H]1CN([C@H](C)CO)C(=O)c2cc(NC(=O)Cc3ccccc3)ccc2O[C@H]1CN(C)S(=O)(=O)c1ccccc1	-13.5	-5.7	-6.1	-0.2	·	4.5	3.4	-4.8
CCc1ccc(OCCOCC(O)CN2CCN(Cc3ccc(Cl)cc3)CC2)cc1 (stereo not given)	9.3	9.3	8.6	5.2	6.1	-3.6	-1.9	8.6
COc1cccc(CN2CCNC(=O)C2CC(=O)NCCn2nc(C)cc2C)c1OC (stereo not given)	13.4	4.3	2.8	-0.8	-2.4	2.4	4.4	0.4
O=C(Cc1ccccc1)N1CC(=O)N2[C@H](CO)[C@@H](c3ccc(-c4cccc(F)c4)cc3)[C@@H]2C1	-6.2	-0.4	4.7	0.3	·	9.7	·	0.0
O=C(COC(=O)c1cc[n+]([O-])cc1)Nc1c(Cl)cccc1C(F)(F)F	1.9	-10.7	4.4	0.7	-3.8	-2.6	-1.0	6.2
O=c1[nH]c(Sc2ccc([N+](=O)[O-])cc2[N+](=O)[O-])nc2ccccc12	24.6	12.6	-19.1	·	-2.4	9.7	7.7	-1.2

Reprinted at random: 2 entries already listed
Structure	PAX8 reporter	LGR2 inh	EWS-Fli block	ERAP1 inh	FN deposition inh	PGC1a acetyl inh	PglD DTNB	S100A4 inh HTS
O=C(COC(=O)c1cc[n+]([O-])cc1)Nc1c(Cl)cccc1C(F)(F)F	1.9	-10.7	4.4	0.7	-3.8	-2.6	-1.0	6.2
CC(Sc1nc(C(F)(F)F)nc2ccccc12)C(=O)NC1CCCC1 (stereo not given)	-7.1	0.5	-14.0	1.4	0.7	-17.2	4.3	-0.7

Screens from PubChem.
